# Source: PubChem (The Scripps Research Institute Molecular Screening Center)
# FBW7 act: activators of human E3 ligase FBW7; AlphaScreen FBW7–phospho-cyclin E peptide binding, activator screen; normalized activity (activation), % at 26.1 µM; 650,000 tested, 0.13% active; AID 1259310; in the data active = normalized activity above about 1.9%;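 also: purified mutant Fbw7 with reduced substrate affinity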
# GPR151 activ: human GPR151 activation; 650,000 tested, 1% active; activation, % at 11.2 µM; AID 1508602; PathHunter beta-arrestin GPR151 cells, luminescence; in the data active = activation above about 4.9%;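 also: 0% = median of compound wells and 100% = cells with positive control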
# Target sequence (Q8TDV0 whole entry, looked up): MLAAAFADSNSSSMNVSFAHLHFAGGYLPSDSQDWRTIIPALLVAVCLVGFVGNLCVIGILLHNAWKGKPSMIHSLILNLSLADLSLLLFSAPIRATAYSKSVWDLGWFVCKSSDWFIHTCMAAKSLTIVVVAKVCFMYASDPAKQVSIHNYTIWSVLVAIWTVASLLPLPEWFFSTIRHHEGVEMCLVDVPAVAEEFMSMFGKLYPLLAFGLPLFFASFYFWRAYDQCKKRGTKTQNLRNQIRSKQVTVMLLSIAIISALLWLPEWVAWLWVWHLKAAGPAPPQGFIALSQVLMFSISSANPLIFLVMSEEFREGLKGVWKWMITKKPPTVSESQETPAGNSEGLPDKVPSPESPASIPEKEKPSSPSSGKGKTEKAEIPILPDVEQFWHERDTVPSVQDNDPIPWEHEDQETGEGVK
# MITF primary: inhibitors of human MITF; inhibition, % at 2.6 µM; AlphaScreen MITF homodimerization, bead proximity signal; 650,000 tested, 0.91% active; O75030; AID 1259374; in the data active = inhibition above about 50%;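 also: 0% = vehicle wells with protein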
# Target sequence (O75030 whole entry, looked up): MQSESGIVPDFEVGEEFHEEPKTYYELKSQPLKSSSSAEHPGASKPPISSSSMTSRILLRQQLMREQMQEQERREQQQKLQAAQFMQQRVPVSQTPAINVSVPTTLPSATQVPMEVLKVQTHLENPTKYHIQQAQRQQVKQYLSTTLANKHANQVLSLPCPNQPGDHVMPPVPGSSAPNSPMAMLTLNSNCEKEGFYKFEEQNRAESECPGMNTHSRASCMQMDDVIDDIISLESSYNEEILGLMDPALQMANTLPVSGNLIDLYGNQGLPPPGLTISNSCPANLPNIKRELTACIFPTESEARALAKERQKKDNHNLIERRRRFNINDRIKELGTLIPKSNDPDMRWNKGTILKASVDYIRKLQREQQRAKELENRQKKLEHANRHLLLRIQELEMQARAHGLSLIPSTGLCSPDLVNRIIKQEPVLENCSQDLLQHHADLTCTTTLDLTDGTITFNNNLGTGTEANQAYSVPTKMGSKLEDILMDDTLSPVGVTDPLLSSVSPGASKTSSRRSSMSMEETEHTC
# TEAD-YAP inh: TEAD-YAP interaction inhibition | HEK-TIYL cells, TEAD-Gal4/YAP UAS-luciferase luminescence | inhibition, % at 9.12 µM | 640,000 tested, 1.4% active | AID 1259422; in the data active = inhibition above about 32%;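 also: 0% = median of test compound wells and 100% = reference inhibitor wells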
# Starred values were filed as active, the others as inactive; & = joins results of further samples.
1	O=C(O)C1CC=CCC1C(=O)Nc1ccccc1C(F)(F)F (centres undefined)
2	O=C(NC1CCCCC1)c1ccccc1NS(=O)(=O)c1ccc([N+](=O)[O-])cc1
3	Cc1ccc(C(=O)Nc2c(C(=O)N3CC(C)OC(C)C3)cnn2-c2ccccc2)cc1 (centres undefined)
4	CCN(CC)c1ccc(C(=O)NNC(=O)COc2ccc(Br)cc2)cc1
5	COc1ccc(S(=O)(=O)N(CC(=O)Nc2cccnc2)c2ccc(Cl)cc2)cc1

screen / no. | 1 | 2 | 3 | 4 | 5
GPR151 activ | 0.5 | 0.0 | -0.6 | 1.1 | -0.8
TEAD-YAP inh | 2 | 9 | -4 | 3 | -1
FBW7 act | -0.2 | 0.0 | 0.1 | 0.1 | 0.1
MITF primary | 7 | 0 | 3 | -13 | -15

6	Cc1cc(C)cc(N(CC(=O)N2CCCC2)S(C)(=O)=O)c1
7	CCOC(=O)C1=C(C)N=c2s/c(=C/c3ccc([N+](=O)[O-])cc3)c(=O)n2C1c1ccccc1Cl (centres undefined)
8	CC(C)Cn1c(=O)n(C)c(=O)c2[nH]cnc21
9	Cc1cc(C)c2nc(NC(=O)c3nc4nccc(C)n4n3)sc2c1
10	COc1cc(/C=N/NC(=O)C(C)n2nnc3ccccc32)cc(Cl)c1O (centres undefined)

screen / no. | 6 | 7 | 8 | 9 | 10
GPR151 activ | 1.5 | -1.4 | -0.9&-0.5 | -2.6 | 3.1
TEAD-YAP inh | 6 | -7 | 14 | 5 | -5
FBW7 act | 0.2 | 0.1 | 0.3 | 0.0 | 0.0
MITF primary | 13 | 12 | -5&10 | -4 | 13

11	NC(=O)C1CCN(CCC(=O)Nc2ccc(F)cc2)CC1
12	CCC(C)(C)n1nnnc1CN1CCN(c2cc(Cl)ccc2C)CC1
13	c1ccc(C[n+]2cn3cc(-c4ccccc4)nc3[n-]2)cc1
14	CCOC(=O)CCC(=O)Nc1ccc(-c2ccc(NC(=O)CCC(=O)OCC)cc2)cc1
15	COc1ccc(CNC(=O)Cc2ccc(C)cc2)cc1

screen / no. | 11 | 12 | 13 | 14 | 15
GPR151 activ | 0.1 | 0.6 | -0.4 | 1.6 | -1.1
TEAD-YAP inh | 8 | 10 | -18 | -7 | -13
FBW7 act | -0.1 | 0.4 | 0.5 | 0.0 | 0.8
MITF primary | -4 | 14 | 17 | 15 | 7

# A different layout for 5 compounds above.
item	canonical_smiles	GPR151 activ	TEAD-YAP inh	FBW7 act	MITF primary
11	NC(=O)C1CCN(CCC(=O)Nc2ccc(F)cc2)CC1	0.1	8	-0.1	-4
12	CCC(C)(C)n1nnnc1CN1CCN(c2cc(Cl)ccc2C)CC1	0.6	10	0.4	14
13	c1ccc(C[n+]2cn3cc(-c4ccccc4)nc3[n-]2)cc1	-0.4	-18	0.5	17
14	CCOC(=O)CCC(=O)Nc1ccc(-c2ccc(NC(=O)CCC(=O)OCC)cc2)cc1	1.6	-7	0.0	15
15	COc1ccc(CNC(=O)Cc2ccc(C)cc2)cc1	-1.1	-13	0.8	7

# New compounds follow.
16	O=CNNC(=O)COc1ccc(Cl)cc1Cl
17	O=C(OC1CCS(=O)(=O)C1)c1ccccc1 (centres undefined)
18	COc1ccccc1NC1=C/C(=N/S(=O)(=O)c2ccc(F)cc2)c2ccccc2C1=O
19	O=C(CSc1nc2ccccc2o1)Nc1ccc(Cl)cn1
20	COCCCNC(=O)/C=C/c1ccc(C(C)(C)C)cc1

screen / no. | 16 | 17 | 18 | 19 | 20
GPR151 activ | -0.1 | 0.8 | -1.1 | -0.7 | 0.9
TEAD-YAP inh | 10 | -9 | -21 | -24 | -13
FBW7 act | 0.1 | -0.1 | -0.6 | 0.0 | 0.1
MITF primary | 9 | -4 | 67* | 11 | -5

21	CCC(C)NC(=O)c1ccc(OC2CCN(C(=O)c3cccnc3)CC2)cc1 (centres undefined)
22	Cc1ccc(C)c(NC(=O)CN(C)S(=O)(=O)c2ccc3nc(-c4ccccc4)[nH]c3c2)c1
23	O=C(COc1cccc(C(F)(F)F)c1)NNC(=O)CC12CC3CC(CC(C3)C1)C2
24	FC(F)Oc1ccc(NC(=S)NNc2ccc(Cl)nn2)cc1
25	O=C(Nc1ccc(F)cc1)NC1(C(F)(F)F)N=C2C=CC=CN2C1=O (centres undefined)

screen / no. | 21 | 22 | 23 | 24 | 25
GPR151 activ | -0.5 | -2.0 | -0.7 | 1.4 | 0.9
TEAD-YAP inh | -4 | 5 | 4 | 1 | 4
FBW7 act | 0.1 | 0.0 | 0.2 | -0.1 | -0.2
MITF primary | 12 | 10 | 3 | 7 | -20

26	OCCC1CN(Cc2cccc3cnccc23)CCN1Cc1cccs1 (centres undefined)
27	Cc1ccc(NC(=O)c2nnn(CC(=O)Nc3ccc(C)c(C)c3)c2N)cc1
28	CC(C)c1ccc(C2=CC(c3cccc([N+](=O)[O-])c3)n3ncnc3N2)cc1 (centres undefined)
29	O=C(Nc1ccc(O)cc1C(=O)O)c1ccc([N+](=O)[O-])cc1
30	Clc1ccc2nc(N/N=C/c3ccc4c(c3)OCO4)[nH]c2c1

screen / no. | 26 | 27 | 28 | 29 | 30
GPR151 activ | 0.4 | 1.1 | 1.3 | -0.7 | 1.6
TEAD-YAP inh | -11 | 3 | 0 | 3 | -33
FBW7 act | -0.3 | -0.1 | -0.5 | -0.4 | -0.2
MITF primary | 3 | 7 | 5 | 52* | 0

31	Cc1nc2sccn2c1C(=O)NCc1cccs1
32	COCCNC(=O)c1c(NC(=O)c2ccc(F)cc2)sc2c1CCCC2
33	O=C(Cn1cnc2ccccc2c1=O)NCc1ccc2c(c1)OCO2
34	Cc1cccc(Oc2ncnc(N)c2[N+](=O)[O-])c1
35	CCOC(=O)CSc1ncnc2nc[nH]c12

screen / no. | 31 | 32 | 33 | 34 | 35
GPR151 activ | 0.9 | -0.9 | -1.2 | 2.0 | 0.8
TEAD-YAP inh | -1 | -8 | 0 | 10 | -2
FBW7 act | 0.5 | 0.1 | 0.0 | 0.1 | -0.2
MITF primary | 15 | 0 | 1 | 5 | -7

36	COc1cccc(N2CC(CNC(=O)c3ccccc3C)OC2=O)c1 (centres undefined)
37	CCOc1ccc2[nH]c(=O)c(CN(CC3COCCO3)C(=O)c3ccc(F)cc3)cc2c1 (centres undefined)
38	N#CC1=C(N)Oc2cc(N)ccc2C1c1ccc(F)c(F)c1 (centres undefined)
39	COc1ccc(C(O)(C(=O)NNc2cccc(Cl)c2)c2ccc(OC)cc2)cc1
40	CSCCNC(=O)C1CCN(c2nc(C)c3ccc(C)cc3n2)CC1

screen / no. | 36 | 37 | 38 | 39 | 40
GPR151 activ | -1.6 | 1.0 | -0.4 | -0.7 | 0.4
TEAD-YAP inh | 7 | 0 | 2 | 8 | -4
FBW7 act | 0.1 | 0.0 | 0.6 | 0.1 | 0.2
MITF primary | -61 | -1 | 10 | 7 | 7

41	COc1ccc(-c2nsc3c(N4CCCC4)ncnc23)cc1
42	CC(=O)N1CCN(CC(O)COC(c2ccccc2)c2ccccc2C)CC1 (centres undefined)
43	C[C@H]1NC(=O)[C@H]2CN(Cc3cccs3)CCN2C1=O
44	Cc1ccccc1NC(=O)c1ccc(C(=O)Nc2ccccc2C)cc1
45	Fc1ccccc1NC(=S)NCc1ccc2c(c1)OCO2

screen / no. | 41 | 42 | 43 | 44 | 45
GPR151 activ | 1.1 | -0.3 | -2.0 | -0.3 | -1.9
TEAD-YAP inh | 65* | 0 | 7 | -14 | -8
FBW7 act | -0.3 | 0.1 | -0.1 | 0.5 | 0.4
MITF primary | -16 | 34 | 17 | 0 | -5

46	O=C(CSc1nc2cc(C(=O)N3CCCCC3)ccc2c(=O)n1-c1ccccc1)c1ccccc1
47	O=C(NCc1ccco1)N1CCCN(Cc2nc3cc4ccccc4cc3[nH]2)CC1
48	c1ccc(CN2CCC(Nc3nc(N4CCOCC4)nc4c3ncn4-c3ccccc3)CC2)cc1
49	Cc1ccc(-n2nc3c(c2NC(=O)c2cc(Cl)ccc2[N+](=O)[O-])CS(=O)(=O)C3)cc1
50	CCC(C)NC(=O)CCCn1nc(C)n2ccnc2c1=O (centres undefined)

screen / no. | 46 | 47 | 48 | 49 | 50
GPR151 activ | 0.0 | -0.2 | -1.6 | -2.8 | 0.7
TEAD-YAP inh | -2 | 5 | 20 | -1 | -22
FBW7 act | -0.2 | 0.0 | -0.1 | -0.1 | -0.4
MITF primary | -6 | 19 | -2 | 15 | 2

51	CN(C)S(=O)(=O)N1CCCN(S(=O)(=O)N(C)C)CC1
52	COc1ccccc1C(=O)Nc1c2c(nn1-c1cccc(C)c1C)CSC2
53	CC(=O)Nc1c(N2CCCC2)cnn(-c2ccccc2)c1=O
54	CCc1ccc(C(C2C(=O)CC(C)(C)CC2=O)C2C(=O)CC(C)(C)CC2=O)s1
55	NS(=O)(=O)c1ccc(NC(=S)NCCCCc2ccccc2)cc1

screen / no. | 51 | 52 | 53 | 54 | 55
GPR151 activ | -0.4 | -1.4 | 1.1 | 1.1 | 1.2
TEAD-YAP inh | 1 | 4 | 1 | -3 | 9
FBW7 act | 0.2 | 0.0 | 0.1 | -0.3 | -0.1
MITF primary | 7 | -5 | -11 | 10 | -2

56	CCC(C(=O)N1CCCC1)n1nc(C)c2sc3ccccc3c2c1=O (centres undefined)
57	N#C/C(=C\c1cc(Br)ccc1OCc1ccc(Cl)cc1Cl)c1nc2ccccc2[nH]1
58	O=C1C2=C(Nc3ccccc3SC2c2cccs2)c2ccccc21 (centres undefined)
59	Oc1[nH]c(=S)sc1/C=C1\C=NN=C1c1ccccc1
60	COc1ccc(CC2=NOC(C(=O)NCC(c3cccnc3)N3CCOCC3)C2)cc1 (centres undefined)

screen / no. | 56 | 57 | 58 | 59 | 60
GPR151 activ | 0.7 | 0.7 | 1.9 | 0.6 | -1.1
TEAD-YAP inh | 7 | -1 | -5 | -3 | 1
FBW7 act | 0.0 | 0.7 | 0.1 | 0.0 | -0.2
MITF primary | 10 | 14 | 6 | 6 | 8

61	O=C(O)/C=C/c1nc(-c2ccc(Cl)cc2)n2ccccc12
62	Cc1[nH]n(-c2ccccc2)c(=O)c1C(Nc1cccc(C(F)(F)F)c1)(C(F)(F)F)C(F)(F)F
63	Cc1sc(=N)n(N)c1C12CC3CC(CC(C3)C1)C2
64	COc1ccc(/C=N/NC(=O)COc2ccc(Cl)cc2Cl)cc1OC
65	Cc1nc2c(c(=O)[nH]1)CN(Cc1ccc3ccccc3n1)CC2

screen / no. | 61 | 62 | 63 | 64 | 65
GPR151 activ | 1.9 | 0.6 | -1.5 | 2.3 | -0.2
TEAD-YAP inh | -7 | 1 | -1 | -17 | -4
FBW7 act | 0.0 | -0.1 | -0.3 | -0.1 | 0.0
MITF primary | 0 | 3 | -21 | 4 | 12

66	CCc1nn(CC(=O)Nc2ccc(S(N)(=O)=O)cc2)c(=N)s1
67	CCCc1noc(CN2CCCCCCC2)n1
68	COc1cc(NC(=O)c2cccnc2)c(OC)cc1NC(=O)c1cccnc1
69	O=C(CN1C(=O)/C(=C\c2ccccc2)Oc2ccccc21)NCC1CCCO1 (centres undefined)
70	CCSCCOC(=O)C1=C(C)NC2=C(C(=O)CC(c3ccc(OC)cc3)C2)C1c1ccc([N+](=O)[O-])cc1 (centres undefined)

screen / no. | 66 | 67 | 68 | 69 | 70
GPR151 activ | 1.7 | -0.4 | 0.1 | -0.7 | -0.2
TEAD-YAP inh | 5 | 2 | 8 | 0 | 15
FBW7 act | -0.1 | 0.1 | 0.1 | 0.8 | 0.0
MITF primary | -10 | 3 | 5 | -3 | 2

71	COCCn1c(C)cc(/C=C(/C#N)c2cccc([N+](=O)[O-])c2)c1C
72	Cc1cc(C)cc(C(=O)Nc2cc(C)nn2-c2ncnc3c2cnn3-c2ccc(Cl)cc2)c1
73	CC(=O)Nc1ccc(OCc2cccc(Br)c2)cc1
74	O=C(O)COc1ncnc2ccccc12
75	Cn1c(=O)c2c(nc(NCC3CCCO3)n2Cc2cccc(F)c2)n(C)c1=O (centres undefined)

screen / no. | 71 | 72 | 73 | 74 | 75
GPR151 activ | 0.8 | 1.0 | -2.5 | 1.0 | -0.1
TEAD-YAP inh | -29 | -1 | -61 | -1 | 5
FBW7 act | -0.2 | 0.2 | -0.1 | -0.1 | 0.0
MITF primary | 0 | 9 | -2 | -1 | 1

# Overlap with the part before: four compounds, then new ones.
72	Cc1cc(C)cc(C(=O)Nc2cc(C)nn2-c2ncnc3c2cnn3-c2ccc(Cl)cc2)c1
73	CC(=O)Nc1ccc(OCc2cccc(Br)c2)cc1
74	O=C(O)COc1ncnc2ccccc12
75	Cn1c(=O)c2c(nc(NCC3CCCO3)n2Cc2cccc(F)c2)n(C)c1=O (centres undefined)
76	O=[N+]([O-])c1ccc2c(c1)Cc1cccnc1-2
77	CCc1ccc(C(=O)CC2(O)C(=O)Nc3ccccc32)cc1 (centres undefined)
78	CCOC(=O)C(CC)Sc1nc2c(c(=O)n1-c1ccc(C)cc1)SCC2 (centres undefined)
79	O=C1c2cccc3cccc(c23)C(=O)N1C(c1ccccc1)c1ccccc1
80	COc1ccc(CNc2nc(-c3ccc(OC)cc3)no2)cc1

screen / no. | 72 | 73 | 74 | 75 | 76 | 77 | 78 | 79 | 80
GPR151 activ | 1.0 | -2.5 | 1.0 | -0.1 | 1.2 | 1.8 | 2.4 | 0.2 | 0.0
TEAD-YAP inh | -1 | -61 | -1 | 5 | -16 | 2 | 5 | -8 | -64
FBW7 act | 0.2 | -0.1 | -0.1 | 0.0 | -0.3 | 0.1 | -0.2 | -0.3 | 1.0
MITF primary | 9 | -2 | -1 | 1 | 6 | -3 | 0 | -7 | 20
